# Source: PubChem BioAssay (National Center for Advancing Translational Sciences (NCATS))
# ALOX12 inh – blocks human arachidonate 12S-lipoxygenase | purified 12hLO, xylenol orange hydroperoxide absorbance | 580,000 compounds, 1.1% hits | Potency, µM (series often up to 108 µM), for inactives: at the top dose activity change, negative = inhibition, actives largely listed as inhibitors | AID 1671190; active = well fitted inhibition curve with a large enough effect; inconclusive = small, poorly fitted or top-dose-only effect, or another doubt; inactive = no such curve, though single readings can be large or run the other way
# Target sequence (P18054 whole entry, looked up): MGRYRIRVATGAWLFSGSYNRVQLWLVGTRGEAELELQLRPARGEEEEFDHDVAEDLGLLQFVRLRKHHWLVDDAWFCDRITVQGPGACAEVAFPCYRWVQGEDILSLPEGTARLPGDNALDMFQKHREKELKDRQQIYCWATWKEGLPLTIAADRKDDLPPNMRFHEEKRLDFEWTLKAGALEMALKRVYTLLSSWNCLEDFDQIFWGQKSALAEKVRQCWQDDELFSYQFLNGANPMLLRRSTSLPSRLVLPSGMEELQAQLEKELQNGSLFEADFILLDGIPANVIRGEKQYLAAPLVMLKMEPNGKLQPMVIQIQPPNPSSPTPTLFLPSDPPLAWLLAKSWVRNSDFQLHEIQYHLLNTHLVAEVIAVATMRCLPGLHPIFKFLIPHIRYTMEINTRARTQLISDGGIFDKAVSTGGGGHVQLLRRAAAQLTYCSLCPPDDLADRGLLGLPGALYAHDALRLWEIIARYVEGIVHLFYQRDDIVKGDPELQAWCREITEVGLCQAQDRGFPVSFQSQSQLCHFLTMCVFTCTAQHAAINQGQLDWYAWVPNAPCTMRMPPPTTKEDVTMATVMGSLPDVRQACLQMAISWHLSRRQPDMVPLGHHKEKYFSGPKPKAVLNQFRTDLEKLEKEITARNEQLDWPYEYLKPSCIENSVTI
#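 Hydroperoxide product was detected by ferrous iron/xylenol orange as the 573 to 405 nm absorbance ratio. Arachidonic acid at 40 uM (final) was turned over for 30 min at room temperature by 150 nM human 12hLO, pH 7.0 Hepes buffer, after 15 min compound preincubation.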
# * hit, by the source's call; u = inconclusive; [ ] = dose if it differs, or a comment. % is set by controls: 0 for no effect and ±100 for the full control effect; potency is the fitted concentration of half-maximal effect. The list is partial. The share of hits here may be higher or lower than overall.
ALOX12 inh	smiles
-16.4%	O=C(OC1CC2CC1[C@H]1CCCCN1C2=O)N1CCN(c2ccccc2)CC1 (stereo not given in full)
31.8%[activator]	O=C(c1ccn[nH]1)N(CC1CCN(Cc2ccccc2F)CC1)CC1CCCO1 (stereo not given)
-19.1%	CC(OC(=O)c1cc(=O)c2cc(Cl)ccc2o1)C(=O)NC1CC1 (stereo not given)
0.4%	CCN(CCC#N)Cc1ccc(Br)s1
124.2%[activator]	COc1cccc(CN2CC[C@@H]3C(=O)NCCCCCCN(Cc4ccncc4)[C@@H]3C2)c1
15.9%	COCCN1C(=O)c2ccccc2C(C(=O)Nc2nc(C)cs2)C12CCCCC2 (stereo not given)
-2.3%	O=C(NC1CCN(Cc2cccc(C(F)(F)F)c2)CC1)C1CCC1
10.2%	CNc1nc2cnc(Nc3ccccn3)cc2n1-c1cc(OC)c(OC)c(OC)c1
25.1%[176 µM]	CC1(C)[C@H]2CC[C@@H](CNC(=O)c3ccccc3)[C@@H]1C2
-12.3%	COc1ccc(CNC(=O)O[C@H]2CC[C@@]34CCCN3C(=O)CCC[C@H]4[C@H]2Cc2ccccc2)cc1OC
-0.2%	COc1ccccc1OC(C)C(=O)NC1CCCC1 (stereo not given)
-25.7%	O=C(NCC(=O)N1CCN(Cc2c(F)cccc2Cl)CC1)NCc1ccccc1
45.4%[activator]	O=C(NC1CCN(Cc2ccccc2)CC1)C1CCc2ncc(-c3ccsc3)n2C1 (stereo not given)
u	O=C1/C(=C/c2ccc(Br)cc2F)Cc2ccccc21
u	O=C(NCc1cc2n(n1)CCNC2)c1ccc(Cn2cnnn2)cc1
-10.8%	CN(CCO)c1cccc2c1S(=O)(=O)N(Cc1cn(Cc3cccc(F)c3)nn1)Cc1ccccc1O2
-9.0%	COc1cc(/C=C/C(=O)Nc2cccc3cccnc23)ccc1OC(C)C
13.6%[176 µM]	Cc1ccc(CN2C(=O)[C@@H]3C[C@@H](O)CN3C3(CN(CC(C)(C)C)C3)C2=O)o1
59.5%[activator]	Cc1ccsc1C(=O)NC1CCN(c2cc(-c3ccccc3)[nH]n2)C1 (stereo not given)
27.0%	COc1cccc(CC(=O)NCC2CCCCC(=O)N2)c1 (stereo not given)
u	COC(=O)CCCC[C@@H]1O[C@H](CCc2ccccc2)Cc2[nH]c(=S)[nH]c(=O)c21
15.2%	CC(=O)c1ccc(NC(=O)O[C@@H]2CO[C@H]3[C@@H]2OC[C@@H]3NC(=O)Nc2ccc(Oc3ccccc3)cc2)cc1
14.5%[176 µM]	CCC(=O)NC[C@H]1Cn2cc(-c3ccccc3)nc2CO1
u	O=C(N[C@H](CO)c1ccccc1)C1CCC(CNS(=O)(=O)c2ccc(Cl)cc2)CC1 (stereo not given in full)
5.7%	CCN(CC)S(=O)(=O)c1ccc(C)c(NS(=O)(=O)c2c(C)c(C)cc(C)c2C)c1
-18.6%	CCCCCCCCN1C(=O)[C@H](CC(=O)NCCCN2CCCC2=O)C[C@@]2(C(=O)OCC)CCCC=C12
-7.9%	CN1CCN(C(=O)CN2C(=O)c3ccccc3C2c2cn(C)c3ccccc23)CC1 (stereo not given)
54.5%[activator]	c1ccc(-c2noc(-c3ccc(OC4CNC4)cc3)n2)cc1
-47.4%	O=C(COc1ccc2c(c1)CCC2)Nc1ccc(Cl)c([N+](=O)[O-])c1
22.5%	CCOc1ccc(OCc2nc3ccc(OC)cc3[nH]2)cc1

# Reformatted: five of the compounds above.
compound | ALOX12 inh
CN(CCO)c1cccc2c1S(=O)(=O)N(Cc1cn(Cc3cccc(F)c3)nn1)Cc1ccccc1O2 | -10.8%
COc1cc(/C=C/C(=O)Nc2cccc3cccnc23)ccc1OC(C)C | -9.0%
Cc1ccc(CN2C(=O)[C@@H]3C[C@@H](O)CN3C3(CN(CC(C)(C)C)C3)C2=O)o1 | 13.6%[176 µM]
Cc1ccsc1C(=O)NC1CCN(c2cc(-c3ccccc3)[nH]n2)C1 (stereo not given) | 59.5%[activator]
COc1cccc(CC(=O)NCC2CCCCC(=O)N2)c1 (stereo not given) | 27.0%

# Carrying on.
ALOX12 inh	smiles
u	COc1ccc2ncc(C#N)c(Nc3cc(OC)c(OC)c(OC)c3)c2c1
-14.2%	O=C(c1ccc(Cl)cc1)N1CCCC(c2nc3ccccc3o2)C1 (stereo not given)
55.7%[activator]	C[C@@H]1CN(C(=O)c2ccccc2C#N)CC[C@@]1(O)C1CCOCC1
31.8%[activator][176 µM]	O=C(NC1CCCC1)N1CCCN(c2nc3ncccc3o2)CC1
u	CCCc1cc(C(=O)Nc2c(Cl)cccc2Cl)no1
15.6%	O=C(NCC(=O)N1CCN(S(=O)(=O)c2ccc3ccccc3c2)CC1)c1ccc2c(c1)OCO2
u	COCCCn1c(C)cc(C(=O)N2CCCC(c3[nH]ccc3C(N)=O)C2)c1C (stereo not given)
12.6%	Cc1ccc(C)c(NC(=O)N2CCC(Oc3ncccc3C(=O)N3CCOCC3)C2)c1 (stereo not given)
-18.3%	COc1ccc(C(=O)Nc2ccc3oc(-c4cccc(I)c4)nc3c2)cc1
35.5µM*	Cc1ccc2c(=O)cc(C(=O)N(Cc3ccccc3)Cc3ccco3)oc2c1C
-11.3%	CC(C)C[C@H]1CN([C@@H](CC(C)C)CN2CCC[C@H]2CN2C(=O)C(=O)NC[C@@H]2Cc2ccc(O)cc2)C(=O)C(=O)N1CCc1ccccc1
-35.7%	Cc1cccc(C)c1NC(=O)C1C(c2ccc3c(c2)OCO3)=Nc2ccccc2N1C(=O)c1cccc2ccccc12 (stereo not given)
39.0%[activator]	c1ccc(N2CCC(Cn3ccnc3-c3cc4n(n3)CCCNC4)C2)cc1 (stereo not given)
u	CCCCN1C(=O)C(CC(=O)NC(c2ccccc2)c2ccccc2)CC(C(=O)N2CCOCC2)=C1C (stereo not given)
46.6%[activator]	COc1ccc(C(=O)NCCn2ccn3nc(-c4cc(C)ccc4C)cc3c2=O)cc1
-5.7%[176 µM]	O=C1[C@@H]2C[C@@H](O)CN2C2(CN(Cc3cccs3)C2)C(=O)N1Cc1cccc(Cl)c1
17.1%	CCc1nc(CC(=O)N(CC#N)C2CC2)cs1
u	CCCNC(=O)C1(C)CCCN(Cc2ccc(C#N)cc2)C1 (stereo not given)
-2.9%	CCCCN1CC(N2CCCC2)CS1(=O)=O (stereo not given)
25.2%[176 µM]	Fc1ccc(CN2CC[C@H](c3nc4ccccc4s3)C2)cc1F
u	O=C(Nc1cccc(-c2cccc(Cl)c2)c1)C1CCN(Cc2cccc(O)c2)CC1
-8.0%	CCCCN1C(=O)C(=O)N(Cc2cc(=O)oc3cc(C)ccc23)C1=O
-10.8%	Cc1nsc(NC(=O)NC23CC4CC(C2)CC(C(C)C)(C4)C3)n1
u	COc1ccc(-c2csc(NC(=O)c3ccc(Cl)c(N4CCCC4=O)c3)n2)cc1F
u	CCCc1nc2ccccc2c(C(=O)OCC(=O)NC(=O)NC(C)(C)C)c1CC
10.0%	O=C(OCc1cccc([N+](=O)[O-])c1)c1ccc(OC(F)(F)F)cc1
u	Cc1ccc(NC(=O)CN(C)Cc2cc(=O)oc3c(C)c(O)ccc23)cc1
9.8%	CC(CNC(=O)c1cc2ccccc2[nH]1)c1ccccc1 (stereo not given)
39.0%[activator]	COc1ccc(CN[C@H]2CS(=O)(=O)C[C@@H]2S(=O)(=O)c2cccs2)cc1
48.9%[activator]	CSc1ccc(CN2CCC(CO)(CN3CCCC3)CC2)cc1
9.4%	Cc1ccccc1C(=O)N1CC(c2nnc(C(C)C)o2)C2(CCOCC2)C1 (stereo not given)
8.9%	C=CCN1CC2(CCC1=O)CCN(CC1CCCS(=O)(=O)C1)CC2 (stereo not given)
3.0%[12.5 µM]	N#Cc1cnc(N2CC3CCC(C2)N3CC(F)(F)F)s1
29.6%	COc1cccc(CC(=O)N2CCC3(CC2)N=C(c2ccc(C)cc2)NO3)c1
1.8%[6.33 µM]	CC(=O)N1Cc2ccccc2OC2(CCN(C(=O)c3c(C)noc3C)CC2)C1
13.8%	CN(C)CCNC(=O)c1cccc(-c2cnc3c(NC=O)cc(-c4ccc(S(C)(=O)=O)cc4)cn23)c1
8.8%	CCc1ccc(S(=O)(=O)c2cn(CC(=O)Nc3ccccc3C)c3ccc(F)cc3c2=O)cc1
u	CCn1ccc2oc(C)c(C(=O)NCc3ccc(F)cc3Cl)c2c1=O
u	COc1ccc(CC(=O)N2CCC(c3n[nH]c(=O)n3-c3ccccc3)CC2)cc1Cl
40.4%[activator]	COc1ccc(-c2cc3c(c4c2ccn4C)C2CCC3O2)cc1OC (stereo not given)
6.3%	CCCCn1c(CCC(=O)O)nc2c1c(=O)[nH]c(=O)n2CCCC
-0.1%	CCc1ccc(NC(=O)Cn2nc(Cc3ccncc3)c3ccccc3c2=O)cc1
15.0%	CN(C)c1ccc(C(=O)N[C@H]2C[C@H]3C(=O)NC[C@@H](CCC(=O)N4CCCCC4)N3C2)cc1
u	CC(C)(C)C1CCC2(CC1)NC(=O)N(CC(=O)N1CCN(c3ccccc3F)CC1)C2=O (stereo not given)
1.1%	COc1cccc(NC(=O)C2=COC3=NC(=O)N(Cc4ccccc4)CCN23)c1
u	Cn1c(=O)c2c(c3ccccc31)OC(=O)CC2c1c[nH]c2ccccc12 (stereo not given)
2.3%	O=C(Nc1cccc(Cl)c1)c1csc([C@H]2C[C@H](O)[C@@H](CO)O2)n1
16.0%	CN(CC1CCOCC1)C(=O)Nc1cc(F)ccc1F
-9.4%[176 µM]	O=C(c1ccc(F)cc1)N1CCn2c(nnc2-c2ccccc2)C1
-8.2%	COc1cc(OC)cc(C(=O)Nc2ccc(Sc3c(C)c(C)nc4ncnn34)cc2)c1
-4.9%	CCCn1c(=O)[nH]c(=O)c2c3c(cnc21)C(=O)CC(c1ccc(OC)c(OC)c1)C3 (stereo not given)
-1.4%	Cc1cccc(C(=O)OCc2ncc(-c3ccccc3)o2)c1O
0.5%	COCC1CN(S(=O)(=O)c2ccc(F)c(C)c2)CC12CCNCC2 (stereo not given)
u	COc1ccccc1Cc1c(C2CCCCC2)nc2c(C)cc(Br)cn12
-6.6%[22.9 µM]	Cc1cn([C@H]2C[C@H](F)[C@@H](CO)O2)c(=O)[nH]c1=O
u	CC(OC(=O)c1ccc(C(N)=O)cc1)C(=O)NC(C)c1ccccc1 (stereo not given)
16.1%	Cc1cn2nc(C(=O)Nc3ccc(F)cc3C)cc2c(N(C)Cc2ccccc2)n1
-1.1%	c1ccc(-c2noc(-c3cncnc3N3CCN(c4ccccc4)CC3)n2)cc1
40.8%[activator]	COc1ccc(C2Cn3cnc(C(=O)N4CCC(C(=O)Nc5ccc(C)c(C)c5)CC4)c3CO2)cc1 (stereo not given)
34.0%[activator]	CCc1nc(C)sc1C(=O)N1C[C@@H](CN2CCCN(C)CC2)[C@@H](CO)C1

# Reformatted: 3 of the compounds above
CC(C)(C)C1CCC2(CC1)NC(=O)N(CC(=O)N1CCN(c3ccccc3F)CC1)C2=O (stereo not given)
  ALOX12 inh = u

COc1cccc(NC(=O)C2=COC3=NC(=O)N(Cc4ccccc4)CCN23)c1
  ALOX12 inh = 1.1%

Cn1c(=O)c2c(c3ccccc31)OC(=O)CC2c1c[nH]c2ccccc12 (stereo not given)
  ALOX12 inh = u

# (more compounds)
ALOX12 inh	smiles
13.0%	Cc1nn(C)c(C)c1S(=O)(=O)N1CCCC1c1noc(COc2ccc(F)cc2)n1 (stereo not given)
7.1%	Cc1ccncc1C(=O)N1C[C@@H](Oc2ccccc2)C[C@H]1C(=O)N1CCOCC1
3.2%	O=C(Cn1cnc(S(=O)(=O)N2CCOCC2)c1)Nc1ccc(F)cc1F
21.7%	O=C(O)CCC1CCN(c2cc(NC3CC3)ncn2)CC1
29.1%	COc1cccc(CCC(=O)N(C)C2CCc3nn(CC4CC4)c(=O)n3CC2)c1 (stereo not given)
49.7%[activator]	CC(C)=CCN1CCNC(=O)C1CC(=O)O (stereo not given)
u	O=C(NCc1ccncc1)c1cc(-c2ccc(Cl)cc2Cl)c2cccn2n1
-21.1%	O=C(COC(=O)c1ccccc1Cl)Nc1cccc(S(=O)(=O)N2CCCCC2)c1
-23.4%	CC(OC(=O)c1ccc(-n2cnnn2)cc1)C(=O)N1CCc2ccccc21 (stereo not given)
u	COC(=O)C1=C(C)OC(N)=C(C#N)C1c1ccc2c(c1)OCO2 (stereo not given)
u	CCc1ccccc1NC(=O)Nc1cn(C)c(=O)c2ccccc12
-9.5%[57.4 µM]	Cc1cc(Nc2cc(NC(=O)c3c(Cl)cccc3Cl)ccn2)nc(N)n1
5.1%[176 µM]	O=C(Nc1ccccc1)N[C@H]1CO[C@H]2[C@@H]1OC[C@@H]2n1cc(CC2CCCCC2)nn1
-7.5%	CCOc1ccccc1OCC(=O)Nc1cccc2ncccc12
-16.6%	COc1ccc2c(C)c(CC(=O)Nc3ccc4c(c3)OCCO4)c(=O)oc2c1
1.4%	O=C(c1ccc(-c2ccccc2)cc1)N1CCC2CC1c1cc(-c3ccc4c(c3)OCO4)ccc12 (stereo not given)
-22.7%	Cc1cc(Br)c(NC(=O)CN2C(=O)NC3(CCOc4ccccc43)C2=O)c(Br)c1 (stereo not given)
-20.5%	CC1=C(C(=O)N(C)C)CC(CC(=O)NCCN2CCOCC2)C(=O)N1Cc1ccccc1 (stereo not given)
7.4%	CN(C)[C@@H]1CN(C(=O)c2ccc(F)cc2Cl)C[C@H]1CO
u	Cc1ccccc1CN1CC[C@@H]2OCC(=O)N(C(C)C)[C@H]2CC1
40.4%	Cc1ccc(CNC(=O)Cn2c(=O)c(-c3noc(C)n3)c3n(c2=O)CCCC3)cc1
-2.7%	CC(C)C[C@H]1CNC(=O)C(=O)N1CC1CCN(CC2CCC(C)CC2)CC1 (stereo not given in full)
-26.9%	Cc1nc2c3cccnc3nn2c(C)c1CCC(=O)Nc1cccc(Br)c1
